# GRP78 ERSR act: qHTS for Inducers of the Endoplasmic Reticulum Stress Response (ERSR) in Human Glioma: qHTS; Potency, µM, inactives show top-dose activation, actives largely listed as activators; U87-MG GRP78 promoter luciferase reporter, 16 h; 420,000 compounds, 0.02% hits; also: potency is read from the fitted curve at half-maximal effect; series mostly up to about 76 µM; % of control where 0% means no effect; nearly all actives have a fitted effect of over 35% in size
#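 ERSR induction read as luciferase luminescence (Bright-Glo, 10 min at room temperature) in stably transfected human U87-MG glioma cells exposed to compounds for 16 h, using GRP78 as sensor.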
# Vif-APOBEC3F blk: qHTS for Inhibitors of Vif-A3F Interactions: qHTS; HeLa A3F-eYFP + Vif (tagged APOBEC3F with the HIV-1 protein that degrades it), YFP fluorescence increase; Potency, µM (top dose mostly 46.1 µM), for the others: at the highest dose activity, negative = active; 390,000 compounds, 0.2% hits; AID 602313, 2012; also: potency is read from the fitted curve at half-maximal effect; % of control where 0% means no effect; nearly all actives have a fitted effect of over 65% in size
#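 HeLa cells stably expressing Vif plus C-terminally eYFP-tagged A3F were seeded, incubated overnight at 37 deg C, dosed with compound, incubated overnight again at 37 deg C. Yellow fluorescence (Ex 488/Em 500-530) reported blocked Vif-mediated A3F-eYFP degradation.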
# RXFP1 ag: qHTS Assay for Agonists of the Relaxin Receptor RXFP1; 370,000 compounds, 0.3% hits; Potency, µM (titrated, usually from 57.5 µM), inactives show at the top dose activation, most hits filed as activators; AID 2676, 2010; Relaxin receptor 1 (Homo sapiens), Q9HBX9; HEK293T-RXFP1 cAMP TR-FRET, 30 min; response scale: percent of porcine relaxin response, buffer zero; also: potency is read from the fitted curve at half-maximal effect; % is scaled to controls: 0 for no effect and ±100 for the full control effect; nearly all actives have a fitted effect of over 60% in size; many of its hits are not listed in these tables
#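 Agonist response is measured as cAMP accumulation in an RXFP1-transfected HEK293T line under PDE4 inhibition. Values are scaled between buffer-only and 29 nM porcine relaxin, and EC50s come from standard Hill equation fits.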
# TrxR1 substrate: qHTS Assay for Substrates of Mammalian Selenoprotein Thioredoxin Reductase 1 (TrxR1): qHTS; Thioredoxin reductase 1, cytoplasmic (Rattus norvegicus), O89049; purified TrxR1 substrate turnover, NADPH consumption readout; Potency, µM (highest dose often 114 µM), for inactives: at the highest dose activity change, negative = substrate turnover; 390,000 compounds, 0.01% hits; AID 588456, 2011; also: potency is read from the fitted curve at half-maximal effect; % is scaled to controls: 0 for no effect and ±100 for the full control effect; nearly all actives have a fitted effect of over 50% in size
#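 Rat TrxR1, dispensed at 90 nM, was prereduced with 400 uM NADPH (final) for 5 min at ~22 deg C, then incubated with compound 15 min before 400 uM selenite. A first-read NADPH fluorescence drop versus no-compound background flagged substrates.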
# LDHA inh: qHTS assay for inhibitors of human lactate dehydrogenase. activity change, % (values are at about 110 or 230 µM). L-lactate dehydrogenase A chain (Homo sapiens), P00338. purified LDHA, NADH/diaphorase-resazurin fluorescence; hits give low values. 480,000 compounds, 0.15% hits; in the data active = activity change below about -30%; inconclusive = mostly about -25% to -30%;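 also: plate controls were DMSO wells for no effect and wells without enzyme for full effect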
#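 Resorufin fluorescence (ex540/em590), read at 0 and 20 min after diaphorase/resazurin addition, reports the NADH left after a 5 min room-temperature reaction of 2 nM human LDH5 with 0.06 mM NADH and 0.2 mM pyruvate.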
# USP1 inh: Inhibitors of USP1/UAF1: Primary Screen; recombinant USP1/UAF1, Ub-Rhodamine cleavage fluorescence; Potency, µM (highest dose often 57.1 µM), for inactives: top-dose activity change, negative = inhibition, actives largely listed as inhibitors; 390,000 compounds, 0.23% hits; AID 743255, 2014; also: potency is read from the fitted curve at half-maximal effect; % is scaled to controls: 0 for no effect and ±100 for the full control effect; nearly all actives have a fitted effect of over 60% in size; inactives centre near -12
# Target sequence (O94782 whole entry, looked up): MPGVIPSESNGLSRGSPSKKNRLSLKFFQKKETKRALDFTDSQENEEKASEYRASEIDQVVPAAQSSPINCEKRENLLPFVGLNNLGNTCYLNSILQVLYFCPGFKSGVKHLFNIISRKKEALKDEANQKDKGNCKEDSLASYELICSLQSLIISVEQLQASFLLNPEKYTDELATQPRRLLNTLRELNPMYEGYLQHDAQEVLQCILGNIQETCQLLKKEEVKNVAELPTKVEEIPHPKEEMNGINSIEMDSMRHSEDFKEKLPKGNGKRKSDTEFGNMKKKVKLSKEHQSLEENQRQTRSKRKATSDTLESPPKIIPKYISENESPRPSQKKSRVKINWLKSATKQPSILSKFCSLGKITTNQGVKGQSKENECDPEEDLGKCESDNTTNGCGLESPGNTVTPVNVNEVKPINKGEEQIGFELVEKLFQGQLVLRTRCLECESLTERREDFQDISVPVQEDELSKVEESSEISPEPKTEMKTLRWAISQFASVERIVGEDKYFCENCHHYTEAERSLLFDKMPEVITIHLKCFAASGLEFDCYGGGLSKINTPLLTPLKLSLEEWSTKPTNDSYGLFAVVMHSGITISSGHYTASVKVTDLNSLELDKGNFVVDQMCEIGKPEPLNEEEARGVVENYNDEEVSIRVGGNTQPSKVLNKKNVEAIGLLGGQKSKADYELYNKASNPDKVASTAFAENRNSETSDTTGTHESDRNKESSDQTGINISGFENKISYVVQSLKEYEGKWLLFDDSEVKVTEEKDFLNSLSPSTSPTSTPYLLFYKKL
#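 USP1/UAF1 complex at 1 nM was preincubated with compound for 15 min at room temperature, then Ub-Rho substrate (150nM final) was added. Fluorescence (480/540 nm) was read kinetically, 6 reads every 60 seconds.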
# PI4K2A block: qHTS for small molecular inhibitors of PI4K2A. Phosphatidylinositol 4-kinase type 2-alpha (Homo sapiens), Q9BTU6. purified PI4K2A, ADP-Glo luminescence, 1 h; hits give low values. activity change, negative = inhibition, % at 76.9 µM. 420,000 compounds, 0.13% hits; in the data active = activity change below about -50%; inconclusive = mostly about -30% to -49%;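 also: -100% = wells without enzyme as full effect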
#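 PI4K2A activity was measured by ADP-Glo luminescence: enzyme (4 ug/mL stock) and phosphatidylinositol (1.2 mM stock) in Tris pH 7.5/MgCl2/EGTA/Triton X-100 buffer were reacted with ATP (300 microM stock) for one hour at ambient temperature.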
# Vif-APOBEC3G blk: qHTS for Inhibitors of Vif-A3G Interactions: qHTS. DNA dC->dU-editing enzyme APOBEC-3G (Homo sapiens), Q9HC16. HeLa A3G-eYFP + Vif (tagged APOBEC3G with the HIV-1 protein that degrades it), YFP fluorescence, overnight. Potency, µM (titrated, usually from 46.1 µM), for the others: top-dose activity, negative = active, most hits filed as inhibitors. 410,000 compounds, 0.076% hits;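 also: potency is read from the fitted curve at half-maximal effect; % is scaled to controls: 0 for no effect and ±100 for the full control effect; nearly all actives have a fitted effect of over 60% in size; hits raise eYFP signal because A3G escapes Vif-driven loss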
#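 Read-out is eYFP fluorescence (Ex 488/Em 500-530) from Vif-expressing HeLa A3G-eYFP cells; more signal means A3G escaped Vif-mediated degradation. Cells plated overnight, compound pinned in, incubated overnight at 37 deg C.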
# mIDH1 inhibitor: qHTS for Inhibitors of mutant isocitrate dehydrogenase 1 (IDH1): qHTS | 390,000 compounds, 0.093% hits | Potency, µM (series often up to 76.6 µM), without a hit: at the top dose activity change, negative = inhibition, usual class: inhibitors | IDH1-R132H enzyme, NADPH consumption, diaphorase/resazurin fluorescence | Isocitrate dehydrogenase [NADP] cytoplasmic (Homo sapiens), O75874 | AID 602179, 2012; also: potency is read from the fitted curve at half-maximal effect; % is scaled to controls: 0 for no effect and ±100 for the full control effect; nearly all actives have a fitted effect of over 65% in size
#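 IDH1-R132H (0.5 ug/mL dispensed) in pH 7.5 Tris buffer was preincubated 30 min with compound, then given a substrate mix of 0.016 mM NADPH and 2 mM alpha-KG for 80 min at room temperature; remaining NADPH was read by diaphorase/resazurin fluorescence.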
# * marks the source's active call; other numbers are inactive results; ? = inconclusive; . = no result given; & = joins results of further samples; [ ] = another dose, or the depositor's remark. Unless noted, calls follow the shape of the dose curve; as a rule, active = well fitted curve in the direction sought with a large enough effect; inconclusive = small, poorly fitted or top-dose-only effect, or another doubt; inactive = no such curve, though single readings can be large; an effect the other way counts as inactive or inconclusive.
SMILES,GRP78 ERSR act,Vif-APOBEC3F blk,RXFP1 ag,TrxR1 substrate,LDHA inh,USP1 inh,PI4K2A block,Vif-APOBEC3G blk,mIDH1 inhibitor
CCOC(=O)N1CCN(C(=O)COC(=O)CNC(=O)c2ccc(C)cc2)CC1,-3%,11%,0.1%,6%,-5,-18%,-4,0%,2%
Cc1ccc(CNC(=O)COc2ccc(S(=O)(=O)NC(C)C)cc2)cc1,-4%,1%,-1.6%,-1%,-5,0%,-9,-3%,8%
COc1ccccc1C(=O)NC(C)C(c1cccs1)N1CCN(C)CC1 (configuration not stated),-3%,-15%,-0.9%,9%,-7,1%,2,3%,6%
Cc1ccc(C(CNS(=O)(=O)c2ccc(F)cc2C)N2CCN(C)CC2)cc1 (configuration not stated),-2%,-10%,-0.5%,0%[57.1 µM],-8,0%,-1,-3%,-6%
NS(=O)(=O)c1ccc(NC(=O)c2cccc3cc4ccccc4nc23)cc1,-1%,-7%,.,-8%,-3,-20%,-1,2%,11%
Cc1cc(SCC(=O)NC(=O)c2cccn2C)nc2ccccc12,0%,8%,4.6%,-3%,-9,-22%,-2,-17%,3%
COc1cc2c(cc1OC)CN(C(=O)c1cccc(S(=O)(=O)N3CCc4ccccc43)c1)CC2,-1%,3%,2.0%,-7%,-4,-12%,2,1%,-3%
O=C(CN1CCN(Cc2ccccc2)CC1)N1N=CCC1c1ccccc1 (configuration not stated),-3%,-11%,2.0%,0%,-6,2%,0,-1%,-7%
Cc1cccc(C(=O)C(O)(c2ccccc2)C2CCCCC2=O)c1 (configuration not stated),-2%,-9%,.,.,4,-14%,-2,-16%,15%
C[C@@H]1CN([C@@H](C)CO)C(=O)CCCn2nncc2CO[C@H]1CN(C)S(=O)(=O)c1ccc(-n2cccn2)cc1,-2%,6%,.,.,1,3%,-6,-1%,11%
Cc1nn(Cc2ccc(Br)cc2)c(C)c1NC(=O)c1nn(C)cc1Cl,-3%,-1%,-2.2%,4%,2,-3%,7,0%,2%
O=C(NCc1cccc(C(F)(F)F)c1)c1csc([C@@H]2O[C@H](CO)[C@H](O)[C@H](O)[C@H]2O)n1,-1%,.,.,.,2,.,4,1%,.
O=C(CC1Sc2ccccc2NC1=O)Nc1cccc(-c2nnc3n2CCCCC3)c1 (configuration not stated),1%,3%,0.6%,-2%[57.1 µM],-7,-12%,0,3%,3%
O=C1C(Cl)=C(Nc2ccccc2O)C(=O)N1CCc1ccccc1,4%,-3%,-2.1%,-8%,20,-5%,0,-8%,3%
CCN(CC)CC(=O)Nc1nn(-c2ccccc2)nc1C(N)=O,-6%,-4%,3.8%,34%[activator],1,-2%,1,-1%,3%

# A few values from the list:
# Value for O=C(CN1CCN(Cc2ccccc2)CC1)N1N=CCC1c1ccccc1 (configuration not stated) in Vif-APOBEC3F blk: -11%
# Value for CCN(CC)CC(=O)Nc1nn(-c2ccccc2)nc1C(N)=O in RXFP1 ag: 3.8%
# Value for Cc1cc(SCC(=O)NC(=O)c2cccn2C)nc2ccccc12 in RXFP1 ag: 4.6%
# Value for O=C(CC1Sc2ccccc2NC1=O)Nc1cccc(-c2nnc3n2CCCCC3)c1 (configuration not stated) in RXFP1 ag: 0.6%
# Value for CCOC(=O)N1CCN(C(=O)COC(=O)CNC(=O)c2ccc(C)cc2)CC1 in USP1 inh: -18%

# The results go on:
SMILES,GRP78 ERSR act,Vif-APOBEC3F blk,RXFP1 ag,TrxR1 substrate,LDHA inh,USP1 inh,PI4K2A block,Vif-APOBEC3G blk,mIDH1 inhibitor
Cc1cccc(Oc2ccc(NS(=O)(=O)c3ccc(C)c(C(=O)O)c3)cc2)c1,-3%,0%,0.6%,6%,-2,-27%,-2,-6%,-6%
Cc1ccc(-n2[nH]c(C)c(C=NC34CN5CN(CN(C5)C3)C4)c2=O)cc1C,-4%,-1%,4.5%,-18%,-1,-11%,-9,0%,3%
CCOc1ccc(NC(=O)CN(C)C(=O)c2ccc(=O)[nH]c2)cc1OCC,-3%,?,5.2%,-8%,-6,-5%,3,0%,-3%
C[C@@H]1NC(=O)[C@H](CCC(N)=O)NC(=O)c2cc([N+](=O)[O-])cc(I)c2NCCC[C@@H](C(N)=O)NC1=O,0%,-5%,1.6%,-12%,-2,8%,-1,1%,7%
CNC(=O)C1CC(=O)N(c2ccc(OCC(=O)N3CCCC3)cc2)C1 (configuration not stated),-1%,9%,-0.2%,-4%,-3,-9%,3,-1%,-1%
Cc1ccc(-n2nnc(-c3ccnc4ccccc34)n2)cc1,3%,-3%,1.3%,9%[57.1 µM],-5,-18%,-2,-3%,18%
O=C(COC(=O)C1(c2ccc(F)cc2)CCCC1)N1CCc2ccccc21,-2%,-21%,0.7%,-8%,0,0%,2,-6%,6%
Cc1ccc(S(=O)(=O)N(CC(=O)NCc2ccncc2)C2CCCCC2)cc1,-5%,-4%,-0.8%,-3%,-1,-24%,-22,1%,6%
COc1cccc(CNC(=O)Cn2c(SCC(=O)Nc3ccc(C)c(C)c3)nc3ccccc32)c1,-7%,-7%,-0.5%,6%[57.1 µM],-21,-22%,-2,-14%,22%
Fc1ccccc1OCCCCn1cncn1,0%,-3%,-1.5%,1%,-6,-10%,-7,4%,1%
C[N+]1(CCOS(=O)C23CC4CC(CC(C4)C2)C3)CCOCC1 (configuration not stated),0%,-3%,1.4%,2%,-13,-4%,1,0%,-4%
COc1cccc(C(C)NC(=S)NCc2ccc(Cl)cc2)c1 (configuration not stated),-1%,17%,0.6%,6%[57.1 µM],-6,-12%,-4,0%,0%
COc1cccc(C2=CC(=O)CC(c3ccco3)C2)c1 (configuration not stated),3%,-1%,.,6%[57.1 µM],1,-23%,-4,-2%,0%
Fc1cccc(Cc2c(-c3ccc(Cl)cc3)nc3c(Cl)cc(C(F)(F)F)cn23)c1,-2%,.,.,.,-5,.,-5,2%,.
Cc1cc(Cn2nc(C(=O)NCc3cccc(Br)c3)cc2-c2ccccc2)on1,0%,-1%,-1.3%,-5%,0,5%,1,-3%,7%
O=C(CCNS(=O)(=O)c1ccc(OC(F)(F)F)cc1)N1CCN(C/C=C/c2ccccc2)CC1,-5%,-19%,0.9%,-9%,1,-19%,2,1%,4%
O=C(Nc1nccs1)[C@@H]1CCCN1S(=O)(=O)c1ccccc1F,-5%,4%,0.9%,-3%,-1,-11%,4,1%,9%
Nc1ccc(S(=O)(=O)Nc2ccccn2)cc1,-2%&-5%&-5%,3%,-1.6%,1%,1,-12%,2&0,0%,-4%
C=CCc1cc2c(oc(=O)c3ccccc32)c(C)c1O,2%,8%,5.4%,8%,-1,-25%,-1,2%,7%
COc1ccccc1-n1nnnc1SCC(=O)NC1CCCC1,2%,1%,-0.2%,15%,-5,-16%,2,-2%,8%
C/C(=N\O)c1cccc(Br)c1,-2%,12%,-3.0%,2%,0,-2%,2,1%,-1%
COc1ccc(C2(NC(C)=O)CCN(C(=O)c3ccco3)CC2)cc1,0%,-14%,1.4%,3%,-7,-16%,6,2%,-5%
S=C1NCN(Cc2ccco2)CN1,-3%,1%,-0.9%,10%[57.1 µM],-7,-3%,-6,-3%,20%

# Random excerpt: 3 compounds from above, in no set order.
SMILES,GRP78 ERSR act,Vif-APOBEC3F blk,RXFP1 ag,TrxR1 substrate,LDHA inh,USP1 inh,PI4K2A block,Vif-APOBEC3G blk,mIDH1 inhibitor
O=C(Nc1nccs1)[C@@H]1CCCN1S(=O)(=O)c1ccccc1F,-5%,4%,0.9%,-3%,-1,-11%,4,1%,9%
Nc1ccc(S(=O)(=O)Nc2ccccn2)cc1,-2%&-5%&-5%,3%,-1.6%,1%,1,-12%,2&0,0%,-4%
COc1ccc(C2(NC(C)=O)CCN(C(=O)c3ccco3)CC2)cc1,0%,-14%,1.4%,3%,-7,-16%,6,2%,-5%

# Not all compounds are listed (hit frequency here may not be typical).
